PPARg SRC3 recr: PPARgamma agonists recruiting SRC-3 coactivator, primary screen, biochemical; Peroxisome proliferator-activated receptor gamma (Homo sapiens), P37231; biochemical PPARgamma/SRC-3 coactivator recruitment assay; activation, % at 8 µM; 200,000 compounds, 0.26% hits; in the data active = activation above about 23%;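 note: 0% = DMSO and 100% = reference agonist; some compounds past the cut are filed as inactive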
Target sequence (P37231 whole entry, looked up): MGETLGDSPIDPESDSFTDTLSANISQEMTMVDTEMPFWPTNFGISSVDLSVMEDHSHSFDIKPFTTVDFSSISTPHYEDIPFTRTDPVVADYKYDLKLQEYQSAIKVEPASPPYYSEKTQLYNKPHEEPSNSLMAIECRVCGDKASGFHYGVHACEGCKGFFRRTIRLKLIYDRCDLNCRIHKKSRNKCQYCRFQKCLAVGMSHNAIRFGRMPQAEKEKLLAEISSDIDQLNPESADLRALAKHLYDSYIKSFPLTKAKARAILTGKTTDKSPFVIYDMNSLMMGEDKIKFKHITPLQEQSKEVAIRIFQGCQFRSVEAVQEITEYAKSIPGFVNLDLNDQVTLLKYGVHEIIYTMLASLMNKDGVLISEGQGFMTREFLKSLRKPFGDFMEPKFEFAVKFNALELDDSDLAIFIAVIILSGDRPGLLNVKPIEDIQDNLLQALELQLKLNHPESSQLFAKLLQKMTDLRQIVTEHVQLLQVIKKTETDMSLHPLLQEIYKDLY
PPARg SRC1 recr: PPARgamma agonists recruiting SRC-1 coactivator, primary screen, biochemical; PPARgamma-SRC-1 coactivator recruitment biochemical assay; 200,000 compounds, 0.41% hits; activation, % at 8 µM; in the data active = activation above about 19%;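 note: 0% = DMSO and 100% = reference agonist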
G6PDH CS: L. mesenteroides G6PDH inhibitors, counter-screen for G6PDH-coupled screening assays, biochemical, Leuconostoc mesenteroides enzyme; glucose-6-phosphate dehydrogenase [Leuconostoc mesenteroides]; Purified L. mesenteroides G6PDH, diaphorase/resazurin coupled fluorescence, 45 min; inhibition, % at 5 µM; 200,000 compounds, 0.12% hits; in the data active = inhibition above about 50%
Diaph act CS: compounds boosting diaphorase resazurin reduction – biochemical, uHTS, resorufin fluorescence, counter-screen for diaphorase-coupled primary assays, primary screen. Diaphorase/resazurin coupled assay, 16 min; hits give high values; 1 = vehicle wells, 0 = NADH-free wells. activation factor at 20 µM. 190,000 compounds, 0.005% hits;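 active = diaphorase activity raised at least twofold by the compound at 20 µM; inactive = activation factor below 2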
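Material: Purified diaphorase enzyme from Clostridium kluyveri | Buffer or medium: 50 mM HEPES pH 7.4 with 4.542 mM MgCl2, 0.005% Tween 20 | Times: 16 min enzyme reaction, ambient temperature | Signal: Red resorufin fluorescence at 544/590 nm excitation/emission | Measure: Increased resorufin signal from activators or reducing compounds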
TR-FRET SRC-2 ct: TR-FRET signal artefacts, primary screen, artefact control for PPARgamma SRC-2 agonist project, biochemical. TR-FRET artefact counter-screen; hits give high values. TR-FRET ratio at 8 µM. 200,000 compounds, 0.4% hits. AID 1049, 2008; in the data active = TR-FRET ratio above about 2000; note: inactives centre near 1500
PMI act: activators of human PMI, primary screen, biochemical, fluorescence intensity, near-Km mannose 6-phosphate. activation factor at 20 µM. Mannose-6-phosphate isomerase (Homo sapiens), P34949. 190,000 compounds, 0.005% hits. purified human PMI, coupled resazurin fluorescence, 20 min; hits give high values; 1 = vehicle control, 0 substrate-free wells. AID 1214, 2008;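 active = activation factor of 2 or more at 20 µM, relative to plate controls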
ROMK mod: ROMK potassium channel modulators, primary screen, cell-based, thallium flux, MLSMR library; AID 1918, 2009; 130,000 compounds, 2% hits; Tet-inducible ROMK, thallium flux fluorescence; actives lie on both sides; B-score at 10 µM;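 active = signal ratio slope over the read window, or its plate-corrected B-score, at least 3 SD from the plate mean, either direction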;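 note: B-score of the F/F0 ratio slope over 7 to 12 s after thallium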
PPARg SRC2 recr: agonists of PPARg-SRC-2 recruitment, primary screen, biochemical, HTS | Peroxisome proliferator-activated receptor gamma (Homo sapiens), P37231 | PPARgamma LBD-SRC-2 recruitment | activation, % at 8 µM | 200,000 compounds, 0.34% hits; in the data active = activation above about 22%;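 note: 0% = vehicle and 100% = reference agonist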
PMI act hi M6P: human PMI activators, high substrate, primary screen, biochemical, fluorescence intensity, near-saturating mannose 6-phosphate; 190,000 compounds, 0.34% hits; coupled PMI enzyme assay, resazurin fluorescence, 20 min; hits give high values; 1 = untreated enzyme, 0 = substrate-free blank; AID 1216, 2008; activation factor at 20 µM; Mannose-6-phosphate isomerase (Homo sapiens), P34949;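 active = activation factor of 2 or more at 20 µM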
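Material: human phosphomannose isomerase with PGI, G6PDH, diaphorase coupling enzymes / Reagent: Man-6-P substrate 1.0 mM / Dosing: single compound dose of 20 µM, 1% DMSO final / Incubation: enzyme reaction with compound 20 min at room temperature / Signal: resorufin fluorescence (Ex 544/Em 590 nm) from resazurin via diaphorase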
Diaphorase inh: diaphorase inhibitors and chemical oxidizers, primary screen, counter-screen for diaphorase-coupled primary assays, biochemical, uHTS, resorufin fluorescence. AID 1217, 2008. diaphorase resazurin-to-resorufin fluorescence, NADH, 16 min; bacterial (C. kluyveri) enzyme, not human. inhibition, % at 20 µM. 190,000 compounds, 0.69% hits;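 active = primary screen inhibition at 20 µM above a set limit, cut at about 50% in these data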;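 note: plate controls were DMSO with full reaction for no effect and wells lacking NADH for full effect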
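controls = No-NADH positive control and DMSO neutral control | system = Clostridium kluyveri diaphorase enzyme | timing = reaction incubation of 16 min at room temperature | signal = resorufin fluorescence 544/590 nm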
S1P3 antagonist: S1P3 receptor antagonists, primary screen, cell-based. Sphingosine 1-phosphate receptor 3 (Homo sapiens), Q99500. CHO S1P3 NFAT-BLA reporter, FRET fluorescence, antagonist mode. inhibition, % at 4.98 µM. 170,000 compounds, 0.27% hits;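 active = inhibition above the plate cutoff, the mean inhibition of test wells on that plate plus 3 SD, cut at about 28% in these data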;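 note: cells challenged with S1P at its EC80 of 0.8 µM; blue over green emission ratio from cleaved BLA substrate after 4 h stimulation; 0% = S1P-stimulated wells and 100% = unstimulated DMSO-only wells; some compounds past the cut are filed as inactive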
Target sequence (Q99500 whole entry, looked up): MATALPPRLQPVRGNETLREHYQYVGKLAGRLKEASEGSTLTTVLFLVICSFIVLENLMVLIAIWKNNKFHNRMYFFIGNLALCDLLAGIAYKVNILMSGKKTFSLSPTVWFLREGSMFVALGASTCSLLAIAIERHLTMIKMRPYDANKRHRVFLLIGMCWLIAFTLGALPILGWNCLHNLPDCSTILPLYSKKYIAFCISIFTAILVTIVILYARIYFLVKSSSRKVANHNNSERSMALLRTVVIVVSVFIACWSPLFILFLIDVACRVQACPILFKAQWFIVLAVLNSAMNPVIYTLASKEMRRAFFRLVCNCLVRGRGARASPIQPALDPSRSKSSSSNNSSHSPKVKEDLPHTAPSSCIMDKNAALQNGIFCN
* marks the source's active call; other numbers are inactive results; . = not tested or not shown. No enrichment for hits; overall some 3.3% were active at least once.

compound | TR-FRET SRC-2 ct | PPARg SRC2 recr | Diaphorase inh | Diaph act CS | PMI act | G6PDH CS | PPARg SRC1 recr | PMI act hi M6P | S1P3 antagonist | PPARg SRC3 recr | ROMK mod
CC1CCN(c2ccc(/C=N/n3nnnc3N)cc2[N+](=O)[O-])CC1 | 1524 | 3.8 | 3.2 | 1 | 1 | 3.4 | -7.6 | 1 | . | -1.6 | .
COC(=O)N/N=C/c1cc(Cl)cc(Cl)c1OCc1ccccc1F | 1494 | -1.5 | 8.6 | 0.9 | 1 | 1.2 | -2.3 | 1 | -4.0 | 1.4 | .
COc1ccc(CCN=C(N)NS(=O)(=O)c2ccc3ccccc3c2)cc1 | 1258 | 2.3 | 12.9 | 0.9 | 0.9 | -0.5 | 2.6 | 1 | 11.7 | 0.3 | -1.62
CCN(CC)C(=O)N1CCN(Cc2ccc3c(c2)OCO3)CC1 | 1423 | -8.7 | 0.4 | 1 | 1 | 10.9 | 1.1 | 1 | -2.5 | -6.0 | -0.487
CC1(C)CC(CCC(=O)Nc2ccccc2Cl)C(=O)O1 (stereo not given) | 1727 | 11.1 | -1.8 | 1 | 0.9 | 3.1 | 0.5 | 0.9 | -12.0 | 3.8 | .
O=C(c1cc(Sc2cccc(Cl)c2)nc2ccccc12)N1CCN(c2ccccn2)CC1 | 1639 | 9.8 | 26.6 | 0.7 | 0.8 | 1.1 | 5.6 | 0.9 | -16.4 | 5.7 | -0.817
Cc1ccc(CN2CCN(Cc3cn[nH]c3C3CCCCC3)CC2CCO)cc1 (stereo not given) | 1501 | 0.8 | 14.0 | 0.9 | 1 | 15.8 | 8.2 | 1 | 15.6 | -3.2 | 2.02
COc1cccc(C(=O)COc2ccc3ccc(=O)oc3c2)c1 | 1557 | -2.8 | 8.2 | 0.9 | 1 | -2.5 | -4.9 | 1 | -6.6 | 2.3 | 0.849
CC1(C(=O)O)CCC(C(=O)NCCc2ccccc2)C1(C)C (stereo not given) | 1468 | 0.8 | 8.7 | 0.9 | 0.9 | -6.2 | -3.3 | 0.9 | -1.0 | 0.3 | .
Cc1nn(CC2CC2)c(=O)n1-c1ccc(Oc2ccccc2)cc1 | 1553 | 0.1 | 4.1 | 1 | 1 | 0.2 | 5.5 | 1 | 17.0 | -2.0 | 0.345
Cc1nn(Cc2ccc(F)cc2)c(C)c1NC(=O)c1cc(-c2ccco2)on1 | 1272 | 3.4 | 8.0 | 0.9 | 0.9 | 3.8 | 1.0 | 0.9 | 10.0 | -9.9 | -0.103
C=CCNc1nc(Nc2ccc(-c3nc4ccccc4o3)cc2)nc(N2CCOCC2)n1 | 1463 | 4.3 | 0.5 | 1 | 1 | -6.9 | -1.7 | 1 | . | 4.3 | -0.443
COC(=O)c1ccc(/C=C(\C#N)c2ccccn2)cc1 | 1590 | -4.4 | -15.3 | 1.2 | 1.2 | 3.2 | -5.5 | 1.1 | -14.8 | -0.6 | -0.701
CCOc1ccccc1NC(=O)C(C)CC (stereo not given) | 1688 | 2.9 | -20.0 | 1.2 | 1.1 | 4.9 | 3.2 | 1.1 | 4.6 | 2.9 | .
Cc1nnc(SCC(=O)NNC(=O)CC#N)[nH]c1=O | 1398 | 1.5 | 7.4 | 0.9 | 0.9 | 3.5 | -1.8 | 1 | -9.0 | -1.0 | .
CCOc1ccc(OCC)c(NC(=O)c2ccc(CNc3c(N4CCOCC4)c(=O)c3=O)cc2)c1 | 1564 | -5.8 | 26.7 | 0.7 | 0.7 | -31.9 | 1.9 | 0.7 | 1.4 | -10.1 | 0.246
O=C(CSc1ccc(-c2cccnc2)nn1)N1CCCc2ccccc21 | 1558 | 17.2 | 22.7 | 0.8 | 1 | 7.7 | 8.9 | 0.9 | -5.6 | 7.0 | -0.774
COc1ccc(/C=N/NC(=O)c2ccc(CN3C(=O)c4cccc5cccc3c45)cc2)cc1O | 1736 | 6.2 | 16.9 | 0.8 | 0.9 | 0.1 | 1.1 | 1 | 10.0 | 1.5 | -1.02
O=C1c2cccc3c(N4CCCCC4)ccc(c23)C(=O)N1CCO | 1670 | 11.4 | 38.4 | 0.6 | 1 | 5.3 | 0.3 | 1 | . | 3.8 | -5.3*
COc1ccc(C2C(C(=O)N3CCN(C)CC3)c3cc(OC)c(OC)cc3C(=O)N2C)cc1 (stereo not given) | 1493 | -0.6 | -1.7 | 1 | 1 | 8.1 | 8.3 | 0.9 | -14.1 | 3.0 | 0.249

2 entries from above, with two lines to a compound:
Screens in order – TR-FRET SRC-2 ct | PPARg SRC2 recr | Diaphorase inh | Diaph act CS | PMI act | G6PDH CS | PPARg SRC1 recr | PMI act hi M6P | S1P3 antagonist | PPARg SRC3 recr | ROMK mod
O=C1c2cccc3c(N4CCCCC4)ccc(c23)C(=O)N1CCO
    1670 | 11.4 | 38.4 | 0.6 | 1 | 5.3 | 0.3 | 1 | . | 3.8 | -5.3*
COc1ccc(C2C(C(=O)N3CCN(C)CC3)c3cc(OC)c(OC)cc3C(=O)N2C)cc1 (stereo not given)
    1493 | -0.6 | -1.7 | 1 | 1 | 8.1 | 8.3 | 0.9 | -14.1 | 3.0 | 0.249

Further entries follow.
compound | TR-FRET SRC-2 ct | PPARg SRC2 recr | Diaphorase inh | Diaph act CS | PMI act | G6PDH CS | PPARg SRC1 recr | PMI act hi M6P | S1P3 antagonist | PPARg SRC3 recr | ROMK mod
Clc1ccc(OCc2nnc(SCCN3CCCCC3)n2Cc2ccco2)cc1 | 1363 | 2.5 | 0.6 | 1 | 1 | -2.6 | -7.2 | 1.2 | -24.3 | -1.2 | .
COc1ccccc1OCCOc1ccc(/C=C2/C(=N)N3OC(C)=CC3=NC2=O)cc1OC | 1521 | 2.9 | 9.0 | 0.9 | 1 | 5.0 | 12.9 | 1 | . | -5.4 | .
COc1cccc(N2C(=O)CC(N3CCN(CCN=CC4=C(O)CC(C)(C)CC4=O)CC3)C2=O)c1 (stereo not given) | 1475 | -9.1 | 0.6 | 1 | 1 | 0.9 | -1.7 | 1 | 1.3 | -3.3 | 1.02
O=S(=O)(NCCc1ccccc1)c1ccc(Cl)nc1 | 1600 | -1.5 | 5.8 | 0.9 | 1.1 | 1.3 | 3.5 | 1 | -10.5 | -2.3 | -0.108
CN(c1ccc(C(=O)N2CCOCC2)cc1)S(C)(=O)=O | 1505 | 1.3 | 4.1 | 1 | 1 | -1.4 | -2.8 | 1.1 | . | -9.0 | 0.0568
CC1(C)S/C(=N/N=C/c2cccs2)NC1=O | 1626 | 3.1 | 5.3 | 0.9 | 1.1 | 1.6 | 3.3 | 1 | . | 8.9 | -0.66
O=C(Nc1cccc(Cl)c1Cl)c1ccc(-c2ccccc2)cc1 | 1742 | 6.4 | 2.9 | 1 | 0.9 | 0.6 | 5.5 | 0.9 | . | 13.8 | 1.36
O=C(COC(=O)c1ccccc1NC(=O)c1ccco1)Nc1ncc(Cl)cc1Cl | 1348 | -2.9 | 7.0 | 0.9 | 1 | 0.4 | -6.6 | 1.2 | . | -10.2 | -0.152
CCOC(=O)c1cc2sccc2n1CC(=O)N1CCCc2ccccc21 | 1382 | 0.1 | 20.6 | 0.8 | 0.9 | -1.3 | 1.5 | 0.8 | 15.1 | -0.8 | -0.0121
CCn1c(CNC(=O)c2ccc(OC)cc2)nnc1SCC(=O)c1ccccc1 | 1564 | 3.8 | -13.7 | 1.1 | 1.1 | 20.0 | -1.0 | 1.2 | 9.4 | -2.1 | -0.361
Cc1nc2c(-c3ccccc3)c(C)nn2c(C)c1CCC(=O)NCc1ccco1 | 1554 | -2.7 | 26.0 | 0.7 | 0.8 | -19.7 | -2.9 | 0.9 | 3.2 | 2.2 | .
CCn1c2ccccc2c2nnc(SCC(=O)NCc3cccs3)nc21 | 1705 | 7.5 | 49.2 | 0.5 | 1 | 0.1 | 8.2 | 1 | . | -1.8 | .
CC1=C/C(=N\NC(=O)c2cccs2)CC(C)(C)C1 | 1396 | -7.0 | 9.1 | 0.9 | 1 | 7.3 | -6.7 | 1 | -20.7 | 0.3 | 1.32
Cc1ccc(OCC(=O)NC(C)c2ccccc2)c([N+](=O)[O-])n1 (stereo not given) | 1425 | 11.7 | 0.7 | 1 | 1.1 | 3.0 | 10.4 | 1.1 | 11.2 | -1.8 | 0.0985
CC(C)(C)C1CCC(C(=O)OCC(=O)N2CCOCC2)CC1 (stereo not given) | 1784 | 5.5 | -8.8 | 1.1 | 1.1 | 8.7 | 5.8 | 1 | -7.5 | 2.9 | 0.0793
CC(=O)Nc1ccc(NC(=O)c2ccccc2C)cc1 | 1599 | 2.6 | 10.2 | 0.9 | 0.9 | 7.9 | 2.1 | 0.9 | . | 4.5 | 1.14
COC(=O)c1ccc(NN=Nc2ccc(C)cc2)cc1 | 1687 | -1.2 | 20.8 | 0.8 | 1.4 | -17.2 | 8.1 | 1.9 | -17.4 | 3.4 | -0.095
COc1ccc(CCNC(=O)CSc2nc3[nH]ncc3c(=O)n2-c2ccc(Cl)cc2Cl)cc1OC | 1374 | -0.5 | 73.4* | 0.3 | 1 | 1.6 | -0.6 | 1 | -14.7 | -3.2 | -0.711
Cc1cc(C(=O)COC(=O)c2ccc3c(c2)NC(=O)CS3)c(C)n1CC1CCCO1 (stereo not given) | 1408 | -5.2 | 20.2 | 0.8 | 0.9 | -5.6 | 3.0 | 0.8 | -5.2 | 4.2 | -0.0323
CC(=O)CSc1ncnc2c1oc1ccccc12 | 5487* | 114.2* | 26.3 | 0.7 | 0.9 | 2.2 | 135.2* | 0.9 | -14.3 | 218.7* | .
CCCc1nnc(NC(=O)Cn2c(=O)oc3cc(Br)ccc32)s1 | 1515 | 4.8 | 6.4 | 0.9 | 1 | -6.2 | -0.4 | 1.1 | . | 1.2 | .

Compound activity as filed in PubChem BioAssay.
